GPR35 arrestin U2OS: GPR35 antagonists blocking zaprinast-driven arrestin recruitment, primary screen, imaging, U2OS, beta-arrestin-GFP, zaprinast agonist (AID 2058); U2OS GPR35 beta-arrestin-GFP translocation imaging, zaprinast antagonism; higher % means a stronger effect; inhibition, % at 10 µM, or IC50 in µM where a hit was titrated; 290,000 compounds, 0.052% hits;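 active means inhibition of at least 50% with at least 30 cells and total cytoplasm GFP at most 10,000,000; inconclusive means under 30 cells or total GFP of 10,000,000 plus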
GPR55 activation: selective activators of receptor GPR55 – imaging, U2OS cells, beta-arrestin-GFP redistribution, primary screen (AID 1961). U2OS GPR55 beta-arrestin-GFP redistribution imaging; higher % means a stronger effect. one-dose activation, % at 10 µM; EC50 in µM for titrated hits. 290,000 compounds, 0.048% hits;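 active means activation above 40% with more than 50 cells counted in the well; inconclusive means wells holding fewer than 50 cells, flagged as toxic or sparse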;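 further: U2OS osteosarcoma cells stably expressing GPR55 and beta-arrestin-GFP; plate controls were DMSO negative control for no effect and LPI positive control for full effect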
GPR55 antagonists: GPR55 antagonists blocking LPI-driven arrestin recruitment, primary screen, imaging, U2OS, beta-arrestin-GFP, LPI agonist (AID 2013). U2OS GPR55 beta-arrestin-GFP translocation imaging, LPI antagonism; higher % means a stronger effect. one-dose inhibition, % at 10 µM; IC50 in µM for titrated hits. 290,000 compounds, 0.13% hits;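 active means spots per cell inhibited over 60%, with over 100 cells counted and total cytoplasm intensity under 500,000; inconclusive means wells with under 100 cells, flagged as likely toxic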;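 further: U2OS cells stably carrying GPR55 and arrestin-GFP stimulated by 5 µM LPI near EC80; imaged beta-arrestin-GFP aggregate spots per cell after agonist stimulation; plate controls were LPI-stimulated DMSO wells for no effect and DMSO wells without LPI for full effect; some results filed as inactive read as strong as hits; confirmed hits need IC50 under 10 µM and bright autofluorescent wells are also inconclusive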
NOD1 inhibition: NOD1 signaling inhibitors, primary screen, cell-based, luminescence, uHTS (AID 1578); NOD1-driven NF-kB luciferase reporter cells, luminescence; higher % means a stronger effect; one-dose inhibition, % at 4 µM; EC50 in µM for titrated hits; 290,000 compounds, 1% hits; in the data active means inhibition mostly above about 36%, no sharp cut-off; inactive means mostly below about 34%;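 further: HEK-293T reporter cells stimulated with the NOD1 agonist gamma-tri-DAP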
KOR beta-arrestin-1: kappa opioid receptor blockers – cell-based, luminescence, uHTS (AID 1778) | KOR beta-arrestin recruitment, luminescence, antagonist mode; higher % means a stronger effect | inhibition, % at 10 µM; hits with a dose series show IC50 in µM | 290,000 compounds, 0.091% hits; in the data active means inhibition above about 50%; further: strong numbers were not always called active
NS5 inhibitors: Dengue-2 NS5 methyltransferase inhibitors, primary screen, biochemical, confirmation dose response (AID 588689) | 340,000 compounds, 0.3% hits | Dengue-2 NS5 methyltransferase capping enzyme assay, biochemical; higher % means a stronger effect | inhibition, % at 25 µM, or IC50 in µM where a hit was titrated; in the data active means a potency from the dose series; inconclusive means inhibition above about 29% without an active follow-up result
HIV peptide binding: cell-free HIV fusion peptide-binding blockers – biochemical, uHTS, fluorescence dequenching, primary screen (AID 1986). 290,000 compounds, 0.3% hits. one-dose inhibition, % at 20 µM; IC50 in µM for titrated hits. cell-free peptide binding, fluorescence dequenching, 30 min; higher % means a stronger effect; in the data active means inhibition mostly above about 52%, no sharp cut-off; inactive means mostly below about 76%; further: some results filed as inactive read as strong as hits
West Nile antiviral: West Nile virus antiviral activity, cell-based, CPE readout (AID 1621). West Nile virus-infected cells, CPE inhibition; higher % means a stronger effect. one-dose CPE inhibition, % at 10 µM; IC50 in µM for titrated hits. 290,000 compounds, 0.02% hits; in the data active means a potency from the dose series; inconclusive means CPE inhibition mostly from about 3.7% at the one dose, without a potency; inactive means the rest, 99 in 100 with CPE inhibition below about 2.2%; further: strong numbers were not always called active
KOR beta-arrestin-2: KOR agonists, beta-arrestin recruitment, primary screen, cell-based, luminescence, uHTS (AID 1777); KOR beta-arrestin recruitment, luminescence; higher % means a stronger effect; 280,000 compounds, 0.02% hits; one-dose activation, % at 10 µM; EC50 in µM for titrated hits; in the data active means activation above about 50%, passing the limit was not always enough; further: a part of the inactive calls stands beside numbers as strong as those of hits
NS5 inhibitors pilot replicate: further read-out of NS5 inhibitors, marked with its call; inhibition, %; measured here: pilot screen replicate inhibition
Starred values were filed as active, the others as inactive; u = inconclusive; x = not tested or not shown; [ ] = another dose, or the depositor's remark. Some of the compounds tested. The share of hits here may be higher or lower than overall.

Start of the listing, in advance:
SMILES	GPR35 arrestin U2OS	GPR55 activation	GPR55 antagonists	NOD1 inhibition	KOR beta-arrestin-1	NS5 inhibitors	HIV peptide binding	West Nile antiviral	KOR beta-arrestin-2	others
O=C(OCc1nc2ccccc2s1)c1ccc(Br)o1	-3%	-0.2%	3%	-12%	15%	-9%	1.1%	0.6%	-7.0%
CCCn1c2ccccc2c2cnn(CC(=O)NCCCN3CCCCC3CC)c(=O)c21 (centres undefined)	-5%	0.4%	-5%	3%	-83%	3%	1.7%	1.5%	3.3%
Cc1sc(N/N=C/c2cccnc2)nc1-c1ccc(Cl)cc1	-3%	-0.3%	-5%	-21%	-33%	-6%	-1.9%	-0.4%	-0.5%
Cc1cc(C)nc(N/N=C/c2ccccc2OCc2ccc(Cl)cc2)n1	5%	0.6%	8%	-32%	8%	1%	0.5%	-0.9%	-0.3%

Results, previewed entries included:
SMILES	GPR35 arrestin U2OS	GPR55 activation	GPR55 antagonists	NOD1 inhibition	KOR beta-arrestin-1	NS5 inhibitors	HIV peptide binding	West Nile antiviral	KOR beta-arrestin-2	others
O=C(OCc1nc2ccccc2s1)c1ccc(Br)o1	-3%	-0.2%	3%	-12%	15%	-9%	1.1%	0.6%	-7.0%
CCCn1c2ccccc2c2cnn(CC(=O)NCCCN3CCCCC3CC)c(=O)c21 (centres undefined)	-5%	0.4%	-5%	3%	-83%	3%	1.7%	1.5%	3.3%
Cc1sc(N/N=C/c2cccnc2)nc1-c1ccc(Cl)cc1	-3%	-0.3%	-5%	-21%	-33%	-6%	-1.9%	-0.4%	-0.5%
Cc1cc(C)nc(N/N=C/c2ccccc2OCc2ccc(Cl)cc2)n1	5%	0.6%	8%	-32%	8%	1%	0.5%	-0.9%	-0.3%
CCC(CC)C(=O)c1c[nH]c(C(=O)NN)c1	0%	-0.3%	4%	-14%	-4%	-4%	-2.3%	-0.2%	-3.8%
COc1ccc(-c2cc(C(F)F)n3ncc(C(=O)N4CCN(C)CC4)c3n2)cc1	3%	0.4%	8%	3%	-12%	-1%	-2.5%	0.7%	-2.4%
CC1=CCC2C(=O)N(c3ccc(C(=O)N4CCCCCC4)cc3)C(=O)C2C1 (centres undefined)	6%	-0.1%	-4%	-1%	-28%	-2%	6.1%	0.3%	0.3%
CCC(C)[C@H](NC(=O)OC(C)(C)C)C(=O)N/N=C/c1ccc2cc(OC)ccc2n1 (some centres undefined)	-10%	-0.2%	-20%	-11%	-16%	-1%	-2.3%	-1.1%	-0.8%
O=C(O)COc1ccccc1/C=N/NC(=O)COc1ccc(-c2ccccc2)cc1	1%	-0.1%	6%	7%	29%	8%	22%	0.2%	-0.6%
CC1CCN(Cc2nc3c(c(=O)n(C)c(=O)n3C)n2CCCc2ccccc2)CC1	0%	0.2%	17%	1%	16%	-1%	0.4%	0.6%	-1.5%
O=C(OCc1cccc([N+](=O)[O-])c1)c1cc(=O)[nH]c2ccccc12	5%	-0.1%	0%	-34%	-28%[20 µM]	x	-1.9%	0.0%	-2.2%
COc1cc(/C=C/C(=O)N(C)c2ccccc2C(=O)O)cc(OC)c1OC	3%	-0.1%	9%	1%	4%	-4%	0.4%	0.2%	1.4%
CCOC(=O)c1c(C)[nH]c(C(=O)OCC(=O)c2c(N)n(C)c(=O)n(C)c2=O)c1C	-10%	0.0%	4%	-34%	12%	x	0.3%	0.4%	-1.4%
COc1cc(S(=O)(=O)NC2CCSc3ccccc32)ccc1NC(C)=O (centres undefined)	1%	0.3%	-4%	4%	-51%	2%	-0.2%	0.1%	3.9%
Cc1ccc(S(=O)(=O)CCC(=O)N(C)C2CCCCC2)cc1	-2%	-0.1%	-4%	-7%	12%	-1%	-0.6%	-0.9%	-4.3%
COc1cccc(-c2noc(CCCC(=O)Nc3ccc(C(N)=O)cc3)n2)c1	-7%	-0.2%	3%	1%	-17%	-9%	0.5%	1.0%	-2.0%
O=C(NC1C=CS(=O)(=O)C1)c1sc2ccccc2c1Cl (centres undefined)	-8%	0.2%	-19%	32%	-28%	-7%	-1.6%	u	1.6%
CCN(CC)S(=O)(=O)c1cc(NC(=O)C(C)OC(=O)c2[nH]c(C)c(C(C)=O)c2C)ccc1C (centres undefined)	0%	-0.2%	u	16%	x	-3%	1.1%	-1.5%	-1.5%
CC(C)(C)NC(=O)c1ccc2c(c1)N(CC(=O)NC1CCCC1)C(=O)C(C)(C)O2	17%	0.0%	4%	-12%	-23%	-4%	-0.6%	-0.5%	2.0%
O=C(NC(Cc1ccccc1)C(=O)O)/C(=C\c1cccc([N+](=O)[O-])c1)NC(=O)c1ccco1 (centres undefined)	4%	-0.1%	16%	-30%	4%	-1%	1.4%	1.1%	0.6%
COC(=O)c1ccc2c(=O)n(CCCCCC(=O)NCc3ccccc3)c(=O)[nH]c2c1	12%	-0.1%	9%	-18%	29%	-1%	-0.6%	0.2%	1.5%
COc1ccc(CNC(=O)CSc2ncnc3nc[nH]c23)cc1	13%	0.2%	5%	-14%	-10%	-6%	-0.2%	-0.1%	-1.1%
Cc1ccc(C(=O)COC(=O)c2cccc(NC(=O)c3ccc([N+](=O)[O-])cc3[N+](=O)[O-])c2)cc1	-6%	0.0%	-1%	-4%	13%	2%	1.1%	0.3%	2.2%
CCOCCc1nn2c(=O)cc(CSCC(=O)Nc3cccc(C)c3C)nc2s1	54%	-0.1%	-6%	-20%	-36%	-5%	0.0%	0.0%	2.4%
O=C(NC1CCN(Cc2ccccc2)CC1)C1CCN(S(=O)(=O)c2ccccc2)CC1	-8%	0.3%	7%	-4%	6%	1%	1.3%	-1.1%	-0.7%

Among those listed so far, three have a Cl atom:
SMILES	GPR35 arrestin U2OS	GPR55 activation	GPR55 antagonists	NOD1 inhibition	KOR beta-arrestin-1	NS5 inhibitors	HIV peptide binding	West Nile antiviral	KOR beta-arrestin-2	others
Cc1sc(N/N=C/c2cccnc2)nc1-c1ccc(Cl)cc1	-3%	-0.3%	-5%	-21%	-33%	-6%	-1.9%	-0.4%	-0.5%
Cc1cc(C)nc(N/N=C/c2ccccc2OCc2ccc(Cl)cc2)n1	5%	0.6%	8%	-32%	8%	1%	0.5%	-0.9%	-0.3%
O=C(NC1C=CS(=O)(=O)C1)c1sc2ccccc2c1Cl (centres undefined)	-8%	0.2%	-19%	32%	-28%	-7%	-1.6%	u	1.6%

More records follow:
SMILES	GPR35 arrestin U2OS	GPR55 activation	GPR55 antagonists	NOD1 inhibition	KOR beta-arrestin-1	NS5 inhibitors	HIV peptide binding	West Nile antiviral	KOR beta-arrestin-2	others
COc1cccc(-c2[nH]nc3c2C(c2ccoc2)C(C#N)=C(N)O3)c1 (centres undefined)	-10%	-0.1%	-7%	1%	5%	29%	10%	0.0%	-2.0%	NS5 inhibitors pilot replicate=3.2
O=C(CSc1nnc(NC(=O)Cc2ccc(F)cc2)s1)NCc1ccco1	8%	0.7%	7%	5%	1%	-2%	-0.9%	-0.3%	-2.0%
COc1ccccc1CNC(=O)CCCc1cn(C)c2ccccc12	-4%	0.0%	11%	-10%	-20%	-3%	1.2%	-0.7%	1.0%
CCOC(=O)c1c(C)nc2c(c1-c1cc(OC)c(OC)c(OC)c1)C(=O)c1ccccc1-2	-16%	0.2%	1%	-13%	-24%	1%	-2.5%	0.5%	-2.3%	NS5 inhibitors pilot replicate=2.0
O=C(OC(C(=O)NCc1ccco1)c1ccc(Cl)cc1)c1cccs1 (centres undefined)	0%	-1.9%	-1%	4%	16%	-1%	1.3%	-0.2%	-2.5%
CCC(C(=O)O)P(=O)(c1ccc(Cl)cc1)c1ccc(Cl)cc1 (centres undefined)	6%	-0.1%	5%	-15%	-40%[20 µM]	-9%	-0.5%	0.8%	-1.2%
COc1ccc(CNC(=O)Nc2ccc(C)c(C)c2)cc1	3%	-0.2%	2%	-40%	-9%	-1%	0.1%	0.0%	3.2%
CCC(C)NS(=O)(=O)c1ccc(OCC(=O)Nc2ccc3c(c2)OCO3)cc1 (centres undefined)	-2%	0.0%	-8%	-1%	-35%	-6%	0.5%	0.9%	9.9%
COc1ccccc1NC(=O)Nc1ccccc1N1CCOCC1	-3%	-0.2%	-1%	-2%	30%	8%	-0.9%	0.2%	-2.3%
Cc1c(C(=O)O)cccc1-n1c(C)cc(/C=N/NC(=O)c2cc3ccccc3o2)c1C	10%	-0.2%	2%	-46%	-1%	-2%	26%	0.3%	-2.1%
Cc1nn(-c2ccccc2)c(C)c1NC(=O)COC(=O)c1ccc(O)cc1O	0%	-0.1%	7%	-15%	-23%	-2%	1.5%	2.8%	3.3%
CN1CCN(C(=S)Nc2ccc(Cl)c(Cl)c2)CC1	-16%	0.1%	0%	-18%	-43%	-3%	2.0%	-1.1%	1.9%
CCOC(=O)C(C)Sc1ccc2nnc(-c3ccc(F)cc3)n2n1 (centres undefined)	9%	0.2%	2%	-9%	-29%	-11%	-1.4%	0.6%	3.2%
CCOC(=O)COc1ccc(N)cc1CC(NC(C)=O)(C(=O)OCC)C(=O)OCC	-11%	0.2%	2%	-6%	-19%	-2%	2.4%	-0.3%	6.0%
COc1cccc(Cn2cc(/C=N/NC(=O)c3cc(O)cc(O)c3)c3ccccc32)c1	-2%	-0.1%	-13%	-5%	-26%	-1%	0.1%	0.7%	8.0%
Cc1ccc(NCc2nnc(SCC(=O)Nc3nnc(C)s3)n2C)cc1	-9%	-0.2%	8%	-22%	8%	1%	-0.2%	0.4%	-2.0%
Cc1nc(N)sc1C(=O)N/N=C/c1cccnc1	-2%	-0.4%	-4%	-24%	-9%	x	2.3%	0.0%	4.4%
c1ccc(CC(Nc2ccccn2)c2ccccc2)cc1 (centres undefined)	-7%	0.2%	8%	-14%	16%	-3%	-0.4%	1.8%	-3.1%
Cn1c(=O)c(=O)n(C)c2cc(S(=O)(=O)CCC(=O)NCc3ccccc3)ccc21	-13%	0.5%	12%	-17%	3%[20 µM]	-3%	1.2%	-0.1%	1.8%

Source: PubChem BioAssay
